OXTR agonist – activates the human oxytocin receptor; activation, % at 3 µM; actives 0.32% (n = 320,000); CHO-OTR cells, Fluo-8 calcium fluorescence; normalized: DMSO 0%, oxytocin 100%; P30559;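 active = activation above the mean of all tested compounds plus 3 SD, cutoff set per screening run, cut at about 20% in these data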;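 also: peak over basal fluorescence ratio from a 100 s FLIPR kinetic read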
OXTR potentiator – potentiators of human oxytocin receptor; actives 0.061% (n = 320,000); activation, % at 3 µM; CHO-OTR cells, Fluo-8 calcium fluorescence, potentiator mode; 0% = oxytocin EC15, 100% = EC100; AID 2445; P30559;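 active = activation above that plate's cutoff, the mean activation of tested compounds plus 3 SD, cut at about 6.6% in these data, passing the limit was not always enough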;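 also: 100% uses oxytocin at 75 nM as the full agonist control; some results filed as inactive read as strong as hits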
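Measured by – Fluo-8 calcium dye fluorescence · Test system – human OTR in CHO cells · Dosing – one concentration, 3.0 µM compound · Controls – EC15 oxytocin alone as 0%, 75 nM oxytocin as 100% · Evaluation – normalized max/min fluorescence ratio, % activation · Timing – 6 min pre-incubation, 100 s read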
M1 antag – blocks human M1 muscarinic receptor; actives 1.3% (n = 360,000); inhibition, % at 3 µM; AID 588852; CHO-K1 hM1, Fluo-8 calcium fluorescence, ACh EC80 antagonist; P11229;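 active = percent inhibition above its own plate's cutoff, namely the mean of that plate's compound wells plus 3 SD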;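 also: peak over basal fluorescence ratio during 140 s after agonist addition; 0% = ACh EC80 plus DMSO and 100% = DMSO alone without agonist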
Target sequence (P11229 whole entry, looked up): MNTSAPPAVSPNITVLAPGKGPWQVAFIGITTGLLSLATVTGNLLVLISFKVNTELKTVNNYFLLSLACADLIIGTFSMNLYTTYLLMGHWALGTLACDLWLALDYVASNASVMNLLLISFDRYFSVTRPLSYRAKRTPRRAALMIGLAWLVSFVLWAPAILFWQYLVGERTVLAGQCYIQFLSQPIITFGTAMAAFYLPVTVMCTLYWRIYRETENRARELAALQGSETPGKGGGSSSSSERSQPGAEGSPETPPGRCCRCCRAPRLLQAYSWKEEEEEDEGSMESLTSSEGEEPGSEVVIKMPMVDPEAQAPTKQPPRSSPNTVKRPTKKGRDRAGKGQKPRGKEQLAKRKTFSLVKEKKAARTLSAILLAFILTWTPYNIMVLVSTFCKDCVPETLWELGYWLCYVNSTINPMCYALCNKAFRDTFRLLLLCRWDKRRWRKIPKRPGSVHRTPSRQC
CHRM1 agonist – activates human CHRM1 receptor. P11229. CHO-K1 hM1, Fluo-8 calcium fluorescence, agonist mode; 0% DMSO, 100% acetylcholine EC100. activation, % at 3 µM. actives 0.33% (n = 360,000);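 active = activation above the run's mean compound activation plus 3 SD, cut at about 16% in these data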;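 also: peak over basal fluorescence ratio within a 140 s kinetic read after compound addition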
TAAR1 agonist – agonists of human TAAR1 | Q96RJ0 | CHO RD-HGA16 TAAR1, Fluo-8 calcium fluorescence; vehicle wells 0%, saturating PEA agonist 100% | activation, % at 3 µM | actives 0.99% (n = 360,000);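 active = activation above the mean activation of all test compounds in the run plus 3 SD, cut at about 38% in these data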
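Test system: RD-HGA16 (CHO) cells co-expressing Gα16 and hTAAR1 | Doses: Single dose, 3 µM | Schedule: 17-24 h seeding, 75 min 37 °C dye, 30 min RT | Evaluation: % activation from peak over basal fluorescence ratio, DMSO-to-PEA scaled | Technique: Kinetic Fluo-8 calcium fluorescence | Benchmarks: Low control DMSO, high control PEA (EC100)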
TAAR1 antagonist – antagonists of human TAAR1 | Q96RJ0 | CHO RD-HGA16 TAAR1, Fluo-8 calcium fluorescence, antagonist | inhibition, % at 3 µM | actives 1.5% (n = 360,000) | AID 624466;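 active = inhibition above a per-plate cutoff, the mean inhibition of test compounds on that plate plus 3 SD, cut at about 49% in these data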;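 also: 0% = DMSO plus EC80 beta-PEA response and 100% = DMSO alone without agonist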
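System: CHO RD-HGA16 cells bearing hTAAR1. Reagent: EC80 β-phenethylamine stimulus. Schedule: seeding 17-24 h prior, 75-min 37 °C, 30-min RT dye loading. Signal: Fluo-8 intracellular calcium dye fluorescence, real-time kinetic reads. Read-out: % inhibition from peak post-agonist over basal fluorescence ratio. Benchmarks: vehicle wells and EC80 agonist wells. Replicates: n of 1.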
CHO parental Ca – counter-screen for OX1R antagonists: effect in parental CHO cells | parental CHO-K1, ATP-induced calcium, Fluo-8 fluorescence | inhibition, % at 5.6 µM | actives 0.63% (n = 330,000) | AID 463079;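 active = inhibition above that plate's mean sample inhibition plus 3 SD, cut at about 26% in these data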;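 also: 0% = ATP-challenged DMSO wells and 100% = DMSO wells without ATP; some compounds past the cut are filed as inactive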
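material = parental CHO cells | also added = ATP as calcium-mobilizing challenge | dosing = single point at 5.6 µM | detection = intracellular calcium via Fluo-8 no-wash fluorescent dye | read-out = % inhibition | benchmarks = low control ATP plus DMSO, high control DMSO only | repeats = one well per compound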
V1R ag counter – V1a receptor agonism, counter-screen for OXTR agonists | P37288 | CHO-V1R cells, Fluo-8 calcium fluorescence, agonist mode; 0% DMSO, 100% 3 nM vasopressin | activation, % at 3 µM | actives 0.25% (n = 320,000) | AID 2797;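 active = activation above the mean activation of all tested compounds plus 3 SD, per screening run, cut at about 20% in these data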;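 also: signal is peak over basal fluorescence ratio across a 100 second FLIPR read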
Target sequence (P37288 whole entry, looked up): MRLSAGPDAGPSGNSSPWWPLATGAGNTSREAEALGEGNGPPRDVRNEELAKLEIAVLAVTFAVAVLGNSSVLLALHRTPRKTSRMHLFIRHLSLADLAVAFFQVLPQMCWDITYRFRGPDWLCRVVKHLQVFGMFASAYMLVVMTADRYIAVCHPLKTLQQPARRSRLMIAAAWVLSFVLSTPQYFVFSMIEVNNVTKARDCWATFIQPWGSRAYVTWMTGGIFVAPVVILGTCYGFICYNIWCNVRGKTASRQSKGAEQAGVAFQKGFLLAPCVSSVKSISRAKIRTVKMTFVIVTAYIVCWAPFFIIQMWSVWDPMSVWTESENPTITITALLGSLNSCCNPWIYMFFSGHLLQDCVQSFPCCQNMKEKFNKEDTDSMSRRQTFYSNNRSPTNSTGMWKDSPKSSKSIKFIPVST
M1 PAM – potentiates human M1 receptor response to acetylcholine | CHO-K1 hM1, Fluo-8 calcium fluorescence, ACh EC20; 0% = ACh EC20, 100% = maximal ACh | activation, % at 3 µM | actives 0.088% (n = 360,000); in the data active = activation above about 19%, passing the limit was not always enough
An asterisk follows results filed as active; x = not tested or not shown.

Order of values: OXTR agonist | OXTR potentiator | M1 antag | CHRM1 agonist | TAAR1 agonist | TAAR1 antagonist | CHO parental Ca | V1R ag counter | M1 PAM
[1] O=C(CSc1nc(=O)n2ccccc2n1)NCc1ccccc1
  1.6 | -5 | 4 | -1 | 3 | -10 | 3 | 1.1 | 2
[2] CCOCCSc1nnc2nc(C)cc(C)n12
  -0.3 | -3 | -29 | 2 | 13 | 1 | 0 | 0.7 | 3
[3] Nc1ncc(-c2ccccc2)c(-c2ccc(OCc3ccccc3)cc2O)n1
  0.1 | -9 | -19 | -3 | 9 | -2 | -26 | 0.5 | -3
[4] Cc1cccc(NC(=O)C2CCCN(c3nc(C)cc(C)n3)C2)c1 (configuration not stated)
  -1.5 | 3 | 1 | -9 | x | x | -3 | -0.7 | 0
[5] C=CCOC(=O)C1=C[C@@H](c2cn(C(C)=O)c3ccccc23)C[C@@H](OCc2ccc(CO)cc2)O1
  2.5 | -5 | -4 | 15 | 17 | 28 | -24 | 1.4 | 9
[6] COc1cc2c(cc1OC)C(Cc1ccc(O)c(Oc3ccc(C[C@H]4c5cc(OC)c(OC)cc5CCN4C)cc3)c1)N(C)CC2 (some centres not stated)
  -1.4 | -1 | x | x | x | x | -19 | 3.4 | x
[7] CSc1ncccc1C(=O)Nc1cccc(S(=O)(=O)N2CCCCC2)c1
  -0.5 | -1 | 0 | -4 | 2 | 12 | -19 | 0.7 | 1
[8] CCOc1ccc(-c2c(C(=O)N/N=C/c3ccc(Cl)cc3)nnn2-c2nonc2N)cc1
  6.8 | 23* | -7 | 5 | 107* | 26 | -21 | 11 | 13
[9] CCn1ncc(CN2CCN(Cc3cccc(OC)c3)C(CCO)C2)c1C (configuration not stated)
  0.5 | 0 | -10 | -10 | 6 | -2 | -8 | 0.1 | 12
[10] O=C(Nc1nnc([C@@H]2C[C@H](O)[C@@H](CO)O2)s1)c1cccc(Cl)c1
  x | x | -15 | -2 | 6 | -29 | x | x | 10
[11] CCCCC1(C)OC(=O)C(=Cc2c[nH]c3ccccc23)C(=O)O1 (configuration not stated)
  -0.4 | -6 | -10 | -7 | 6 | 17 | -4 | 0.9 | 5
[12] NC(=O)c1sc2nc(-c3ccco3)ccc2c1N
  -1.6 | -2 | -18 | -3 | 2 | -8 | -14 | -0.2 | 9
[13] N#C/C(=C\c1cccc([N+](=O)[O-])c1)c1nnc2n1CCCCC2
  -0.7 | 4 | -3 | -9 | 2 | -27 | -21 | 0.4 | 9
[14] Cc1onc(-c2ccccc2Cl)c1C(=O)Nc1nnc(C(C)C)s1
  -0.3 | -6 | 28 | -13 | -1 | -15 | -24 | 0.4 | -25
[15] O=C(/C=C/c1cccc([N+](=O)[O-])c1)OCC(=O)N1CCN(C(=O)c2ccco2)CC1
  0.8 | -2 | -14 | -2 | 3 | -8 | -15 | 5.2 | 2
[16] CCN(CC)C(=O)c1sc(NC(=O)c2c(OC)cccc2OC)c(C#N)c1C
  -1.2 | -9 | -4 | -3 | -2 | 8 | -13 | 0.0 | 8
[17] CCN(CC(=O)Nc1ccc2c(c1)OCCO2)c1nc(-c2cccnc2)nc2ccccc12
  -0.1 | -10 | 9 | 1 | 14 | 31 | -4 | 0.2 | -3
[18] CCn1cc(C(=O)OCC(=O)Nc2ccc(S(=O)(=O)N3CCCC3)cc2)c(=O)c2ccc(C)nc21
  -1.7 | -9 | -2 | -4 | -2 | -19 | 1 | -0.4 | 2
[19] COc1cc(/C=N/NC(=O)c2ccc(N(C)S(=O)(=O)c3ccccc3)cc2)cc(OC)c1OC
  3.4 | -9 | 4 | -7 | 9 | 33 | -15 | 4.6 | -4
[20] COc1ccc(-n2ncc3c2CC(C)(C)CC3NC(=O)CCc2c(C)noc2C)cc1 (configuration not stated)
  -1.2 | -8 | -8 | -3 | 2 | -8 | -16 | 0.1 | 4
[21] O=C(/C=C/c1ccccc1Cl)OCC(=O)N1CCCC1
  -0.3 | -2 | -2 | -1 | 1 | -1 | -2 | 1.1 | -4
[22] CCCCCCOc1ccc(NC(=O)CC2C(=O)N(CC)C(=S)N2Cc2ccco2)cc1 (configuration not stated)
  -0.7 | -13 | -4 | -6 | -1 | -1 | 1 | 0.6 | 4
[23] O=C(NCc1cccnc1)c1nnc(Cc2ccc(F)cc2)o1
  0.2 | -3 | -4 | -4 | 0 | -4 | 1 | 1.1 | 6
[24] COCCNC(=O)CSc1ccc(-c2nc3ccccc3[nH]2)cn1
  -0.3 | 1 | -7 | -4 | 1 | -5 | -17 | 0.5 | 5
[25] CCCNC(=O)C12CCC(C)(C(=O)C1Br)C2(C)C (configuration not stated)
  -1.9 | 3 | 3 | -4 | 2 | -2 | -1 | 0.2 | -2
[26] C[C@H](CO)N1C[C@H](C)[C@@H](CN(C)S(=O)(=O)c2ccccc2)Oc2ccc(NC(=O)Nc3ccc(C(F)(F)F)cc3)cc2C1=O
  1.3 | -1 | 1 | -7 | -1 | -8 | -14 | 1.1 | -7
[27] CC(C)Nc1nnc(SC(C)C(=O)NCc2ccc3c(c2)OCO3)s1 (configuration not stated)
  -0.8 | -17 | -5 | -7 | -1 | 4 | -18 | 0.6 | 5
[28] O=C(CSc1nnc(SCc2ccccc2)s1)N/N=C/C=C\c1ccco1
  -1.4 | -7 | -5 | -6 | -2 | -2 | -15 | -0.3 | 11
[29] Oc1ccc(/C=N/Nc2cc(N3CCCC3)nc(N3CCCC3)n2)cc1O
  -1.1 | -4 | 1 | -7 | -1 | 7 | -2 | -0.6 | 1
[30] O=C(c1ccc(N2CCCC2=O)cc1)N1CCN(c2cccc(C(F)(F)F)c2)CC1
  x | x | 11 | -4 | 2 | -19 | x | x | -14

Gathered by group: those above containing two or more sulfur atoms (three)
Order of values: OXTR agonist | OXTR potentiator | M1 antag | CHRM1 agonist | TAAR1 agonist | TAAR1 antagonist | CHO parental Ca | V1R ag counter | M1 PAM
[7] CSc1ncccc1C(=O)Nc1cccc(S(=O)(=O)N2CCCCC2)c1
  -0.5 | -1 | 0 | -4 | 2 | 12 | -19 | 0.7 | 1
[27] CC(C)Nc1nnc(SC(C)C(=O)NCc2ccc3c(c2)OCO3)s1 (configuration not stated)
  -0.8 | -17 | -5 | -7 | -1 | 4 | -18 | 0.6 | 5
[28] O=C(CSc1nnc(SCc2ccccc2)s1)N/N=C/C=C\c1ccco1
  -1.4 | -7 | -5 | -6 | -2 | -2 | -15 | -0.3 | 11

Whole records from above:
Entry for O=C(CSc1nnc(SCc2ccccc2)s1)N/N=C/C=C\c1ccco1 = OXTR agonist: -1.4; OXTR potentiator: -7; M1 antag: -5; CHRM1 agonist: -6; TAAR1 agonist: -2; TAAR1 antagonist: -2; CHO parental Ca: -15; V1R ag counter: -0.3; M1 PAM: 11
Entry for O=C(/C=C/c1ccccc1Cl)OCC(=O)N1CCCC1 = OXTR agonist: -0.3; OXTR potentiator: -2; M1 antag: -2; CHRM1 agonist: -1; TAAR1 agonist: 1; TAAR1 antagonist: -1; CHO parental Ca: -2; V1R ag counter: 1.1; M1 PAM: -4
Entry for COCCNC(=O)CSc1ccc(-c2nc3ccccc3[nH]2)cn1 = OXTR agonist: -0.3; OXTR potentiator: 1; M1 antag: -7; CHRM1 agonist: -4; TAAR1 agonist: 1; TAAR1 antagonist: -5; CHO parental Ca: -17; V1R ag counter: 0.5; M1 PAM: 5

The main list resumes; the 2 compounds before the break are reprinted first.
Order of values: OXTR agonist | OXTR potentiator | M1 antag | CHRM1 agonist | TAAR1 agonist | TAAR1 antagonist | CHO parental Ca | V1R ag counter | M1 PAM
[29] Oc1ccc(/C=N/Nc2cc(N3CCCC3)nc(N3CCCC3)n2)cc1O
  -1.1 | -4 | 1 | -7 | -1 | 7 | -2 | -0.6 | 1
[30] O=C(c1ccc(N2CCCC2=O)cc1)N1CCN(c2cccc(C(F)(F)F)c2)CC1
  x | x | 11 | -4 | 2 | -19 | x | x | -14
[31] CC(=O)c1cccc(NC(=O)CCNC(=O)c2cccc(C)c2)c1
  3.9 | -8 | -1 | -2 | 2 | -6 | -2 | 2.0 | 5
[32] CN(C)c1nc(NCc2ccccc2)nc(N/N=C/c2ccc(Br)cc2)n1
  -1.0 | -9 | -7 | -3 | 9 | -8 | -4 | -0.5 | 3
[33] CCc1cc(=O)oc2cc(OCC(=O)N3CCC[C@H]3C(=O)O)ccc12
  1.3 | 4 | -14 | -2 | 0 | 0 | -12 | 0.0 | 14
[34] COc1ccc(CC2(CO)CCN(Cc3cccc(OC)c3OC)CC2)cc1
  1.9 | -6 | 2 | -7 | 2 | -6 | -7 | 4.6 | -5
[35] Cc1ccccc1OCC(=O)Nc1sc(C(=O)Nc2cccc(C)c2C)c(C)c1C#N
  0.4 | -5 | 2 | -3 | x | x | 3 | 2.0 | 3
[36] Cc1cccc(OCC(=O)O/N=C(\N)c2ccc(Cl)cc2)c1
  -0.2 | -3 | -3 | -5 | x | x | -5 | 0.1 | -2
[37] Cc1ccc(C(O)c2ncc(-c3ccc4ccccc4c3)[nH]2)c(C)c1 (configuration not stated)
  x | x | -10 | -4 | 1 | -9 | x | x | 2
[38] CC1CCCC(C)N1C(=O)COC(=O)c1ccc(F)c(S(=O)(=O)N2CCOCC2)c1 (configuration not stated)
  0.3 | -5 | -13 | -1 | 1 | -5 | -16 | 0.8 | 9
[39] O=S(=O)(NCC(c1ccco1)N1CCc2ccccc21)c1ccccc1 (configuration not stated)
  -2.0 | -16 | -3 | -2 | -1 | 21 | -7 | -1.7 | 5
[40] CNC(=O)c1ccc(Nc2nnc(C)c3ccccc23)cc1
  0.7 | 1 | -5 | -3 | 11 | 9 | -9 | 0.3 | 8
[41] CCOC(=O)N1CCN(CCC(=O)c2ccc(Cl)cc2)CC1
  0.8 | -9 | -7 | 16 | 37* | -6 | -9 | 0.1 | 2
[42] C#CCOCCOCCOCCNc1nc(N2CCN(C(=O)C([C@@H](C)CC)n3cc(C(N)Cc4ccc(O)cc4)nn3)CC2)nc(N2CCN(C(=O)[C@H](CCC(=O)O)n3cc(C(N)[C@H](C)CC)nn3)CC2)n1 (some centres not stated)
  -0.3 | 1 | 6 | -7 | 18 | -17 | -6 | 0.0 | 1
[43] O=C(CSc1nc2ncc(Cl)cc2[nH]1)c1ccc2c(c1)OCO2
  -1.0 | -3 | 2 | -8 | 0 | -4 | -6 | 0.1 | 4
